PGE2 EP2 inh – human EP2 receptor antagonists, primary screen, TR-FRET cAMP, C6 glioma cells | inhibition, % at 25 µM | C6 glioma cells expressing human EP2; cells stimulated with saturating PGE2 | Prostaglandin E2 receptor EP2 subtype (Homo sapiens), P43116 | hit rate 0.52% among 260,000;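 active means percent inhibition above 40 after rounding to a whole number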;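 further: rat C6 glioma host cells with rolipram phosphodiesterase inhibitor present; the protocol text gives 20 µM as final concentration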
Target sequence (P43116 whole entry, looked up): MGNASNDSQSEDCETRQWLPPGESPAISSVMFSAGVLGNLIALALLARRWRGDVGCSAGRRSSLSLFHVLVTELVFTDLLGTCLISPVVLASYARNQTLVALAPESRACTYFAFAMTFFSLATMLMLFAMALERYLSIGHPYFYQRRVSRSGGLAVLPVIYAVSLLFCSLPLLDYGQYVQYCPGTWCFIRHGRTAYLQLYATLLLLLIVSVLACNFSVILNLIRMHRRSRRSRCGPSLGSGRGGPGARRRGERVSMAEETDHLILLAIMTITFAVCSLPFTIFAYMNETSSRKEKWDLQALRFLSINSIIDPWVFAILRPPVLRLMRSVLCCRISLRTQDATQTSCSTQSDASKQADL
Rad51 HR inh – human RAD51 strand exchange inhibitors, primary screen, biochemical, fluorescence. DNA repair protein RAD51 homolog 1 (Homo sapiens), Q06609. hRad51 DNA strand exchange, fluorescence dequenching. inhibition, % at 10 µM. hit rate 0.085% among 200,000;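 active means inhibition above 40% at the single screening dose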;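 further: 0% = DMSO control wells and 100% = blanks with heterologous ssDNA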
Target sequence (Q06609 whole entry, looked up): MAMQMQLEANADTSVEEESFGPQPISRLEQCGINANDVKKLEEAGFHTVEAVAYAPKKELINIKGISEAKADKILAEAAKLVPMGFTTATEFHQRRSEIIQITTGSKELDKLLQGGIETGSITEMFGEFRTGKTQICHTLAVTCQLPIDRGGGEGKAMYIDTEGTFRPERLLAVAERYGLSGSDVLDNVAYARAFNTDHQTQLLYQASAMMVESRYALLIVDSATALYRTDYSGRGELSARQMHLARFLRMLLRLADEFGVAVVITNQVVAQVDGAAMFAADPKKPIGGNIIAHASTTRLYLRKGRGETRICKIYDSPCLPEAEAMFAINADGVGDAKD
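material = hRad51 filaments on single-stranded DNA | timing = filaments 15 min 37 °C, then compound 30 min | signal = FRET fluorescence dequenching, excitation 485 nm, emission 520 nm | benchmarks = control wells and blank wells on each plate | evaluation = percent inhibition relative to plate controls and blanks | compound = 10 µM final, single point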
Numbers without * were called inactive. A portion of the library, so the mix of outcomes need not match the whole.

SMILES	PGE2 EP2 inh	Rad51 HR inh
COC(C[C@@H]1O[C@H]1C(=O)[C@@H](C)OCc1ccccc1)OC	14.4	6.5
COC(=O)c1c(C)cc(O)c(C=O)c1O	10.9	-8.7
O=c1c(Oc2ccccc2)coc2cc(O)cc(O)c12	21.0	2.3
COc1ccc([C@@H]2C[C@@H](c3ccccc3)Oc3c(C)ccc(C(C)C)c32)cc1	13.6	-0.5
O=C(NCCc1ccccc1)c1ccc2c(c1)S(=O)(=O)c1ccccc1C2=O	32.8	-6.5
CCN1C(=O)N[C@@H](c2ccccc2)C(C(=O)OC)=C1C	21.0	0.2
COCCNC(=O)c1cc(-c2ccccc2)nn1CC1CC(c2cccnc2)=NO1 (configuration not stated)	16.8	-3.2
CC(C)(C)C(O)/C=C/c1ccc2c(c1)OCO2 (configuration not stated)	8.4	-0.9
CSc1nc(C)cc(-c2cc(C(=O)Nc3ccccc3)on2)n1	7.8	-8.6
CC1(C)C2CC[C@]3(C)C(CC=C4[C@@H]5C[C@@](C)(CO)[C@@H](O)C[C@]56C[C@@H](OC6=O)[C@]43C)[C@@]2(C)CC[C@@H]1O (some centres not stated)	15.9	11.1
O=C(NCCc1ccc(Cl)cc1)c1cnc2n(c1=O)CCS2	8.4	7.7
CCC(C)Sc1nc2c(c(=O)[nH]c(=O)n2C)n1Cc1ccccc1Cl (configuration not stated)	5.2	-5.8
Cc1cc(C)c(C2=CC(c3ccccc3)n3ncnc3N2)cc1C (configuration not stated)	10.1	6.7
CCO[C@H]1OC(C(=O)O)=C[C@@H](C(C)(C)C)[C@@H]1CCCO	8.4	-15.0
CCOC(=O)C[C@H]1c2cc(F)ccc2S(=O)(=O)N1c1ccccc1	9.6	-2.8
O=C(NCc1ccc2c(c1)OCO2)c1cc(-c2ccccc2)nn1CC1CC(c2cccnc2)=NO1 (configuration not stated)	6.9	-3.5
Fc1ccc(Nc2nc(N3CCOCC3)c3ccccc3n2)cc1	21.1	6.3
Nc1ccc(O)c(C(=O)O)c1	19.3	-3.8
O=C(O)C[C@H]1c2cc(F)ccc2S(=O)(=O)N1Cc1ccccc1	14.7	6.6
Cc1ccc(Cn2c(C3CCCN3c3nc(-c4cc(Cl)c(N)c(Cl)c4)cs3)nc3cc(C(=O)NCCCO)ccc32)cc1 (configuration not stated)	20.2	0.7
O=C(NCc1ccccc1)C1=C[C@H](c2ccc3c(c2)OCO3)C[C@H](OCc2ccc(CO)cc2)O1	14.0	2.5
COc1cccc(SCc2noc(C(=O)NCCC(C)C)c2C(=O)NCCC(C)C)c1	9.9	-3.3
O=C(NCc1cccnc1)[C@@H]1CC=C[C@@H]2CCN(Cc3ccc(Cl)c(Cl)c3)C(=O)[C@@H]21	-1.7	5.7
CCCOc1cc2c(C#N)c(N3CCCC3)nc(N)c2c(N)n1	18.3	-1.1
CNC(C)C#Cc1ccc2c(=O)c3ccccc3oc2c1 (configuration not stated)	1.9	0.8

4 of the entries above in order of the Rad51 HR inh value, high to low:
| Compound | Rad51 HR inh |
| --- | --- |
| Cc1cc(C)c(C2=CC(c3ccccc3)n3ncnc3N2)cc1C (configuration not stated) | 6.7 |
| O=C(NCc1ccccc1)C1=C[C@H](c2ccc3c(c2)OCO3)C[C@H](OCc2ccc(CO)cc2)O1 | 2.5 |
| CCCOc1cc2c(C#N)c(N3CCCC3)nc(N)c2c(N)n1 | -1.1 |
| CSc1nc(C)cc(-c2cc(C(=O)Nc3ccccc3)on2)n1 | -8.6 |

Continued:
SMILES	PGE2 EP2 inh	Rad51 HR inh
COC(=O)c1cc(-c2ccccc2)n(CCN)c1C	11.6	-9.1
CCN1C(=O)N[C@@H](c2cccc(C(F)(F)F)c2)[C@H](C(C)=O)[C@H]1C	7.6	-4.4
COc1cc(C2c3c(oc4ccccc4c3=O)C(=O)N2CCN2CCOCC2)cc(OC)c1OC (configuration not stated)	18.8	-6.8
CC1(OC(=O)c2ccco2)C(=O)C=C2C=C(c3ccc(C#N)cc3)OC=C2C1=O (configuration not stated)	15.4	-10.2
CCC1=CC(c2ccccc2)n2ncnc2N1 (configuration not stated)	16.9	-5.1
CC1=CC(c2ccc(Cl)cc2)n2ncnc2N1 (configuration not stated)	-1.1	-4.4
CC(C)(O)CCc1c(-c2ccc(O)cc2O)oc2c3c(cc(O)c2c1=O)OC(C)(C)C=C3	16.4	-7.3
O=C(N[C@@H](c1ccccc1)[C@H](O)c1ccccc1)[C@@H]1CCCN1C(=O)OCc1ccccc1	13.7	0.6
CCOC(=O)c1ccc(Nc2cc3ccccc3c(=O)[nH]2)cc1	5.7	1.2
CC1(C)S[C@@H]2[C@H](NC(=O)COc3ccccc3)C(=O)N2C1C(=O)OCC1CCCCC1 (some centres not stated)	9.8	-1.8
CC1(c2nnc(-c3ccc(Cl)cc3)o2)CC(c2cccnc2)=NO1 (configuration not stated)	8.6	5.4
O=C(CCCCCCC(=O)Nc1ccccc1)NO	9.5	-4.5
C[C@@H]1CCC[C@]2(O[C@@H](CCO)C[C@H](O)[C@H]2O)O1	14.9	7.7
COCCn1c(SCC(=O)OCc2ccccc2)nc2c1c(=O)[nH]c(=O)n2C	12.2	-2.1
CC(C)(O)[C@@H]1[C@@H]2C[C@@]3(CC[C@]4(C)C(CCC5[C@@]6(C)CC[C@H](O)C(C)(C)C6CC[C@]54C)[C@@H]13)C(=O)O2 (some centres not stated)	15.9	-8.2
COC(C/C=C\C(=O)[C@@H](C)OCc1ccccc1)OC	16.6	-6.3
Cc1ccc(C2=CC(c3ccc(C)cc3)n3ncnc3N2)cc1 (configuration not stated)	19.8	-0.2
Cn1nc(Cc2cccc3ccccc23)c(C#N)c1N	1.0	-5.6
O=C(CSc1ccc2nnc(-c3ccc(Cl)cc3)n2n1)N1CCCC1	14.2	2.6
O=C(NCCOc1ccccc1)C1Nc2ccc(OC(F)(F)F)cc2C2C=CCC12 (configuration not stated)	8.6	-6.5
O=C(Nc1nccs1)[C@@H]1CC=C[C@@H]2CCN(Cc3ccccc3)C(=O)[C@@H]21	17.7	9.3
COc1ccc(C(=O)O)c(O)c1	10.0	-3.5
COc1ccc(CN2CC[C@H]3C=CC[C@@H](C(=O)N4CCOCC4)[C@H]3C2=O)cc1OC	15.9	-2.6
O=c1c2ccccc2sc2ccc(NCCCN3CCOCC3)cc12	26.3	-10.9
CCOC(=O)c1ccc(NC(=O)c2c(N)n(C)c(=O)[nH]c2=O)cc1	9.5	-4.2
Following part:
SMILES	PGE2 EP2 inh	Rad51 HR inh
O=C1N[C@@H](Cc2ccccc2)C(=O)N2[C@@H]1C[C@@]1(Br)c3ccccc3N(S(=O)(=O)c3ccccc3)[C@@H]21	10.8	1.9
C=C1CCN([C@@H](Cc2ccccc2)C(=O)NCCC(C)C)S(=O)(=O)c2ccccc21	15.8	-4.0
Fc1ccccc1-c1nc2c(s1)CCc1onc(-c3ccc(Br)cc3)c1-2	11.6	0.9
C=CCOC(=O)C1=C[C@@H](c2ccc(Br)cc2)C[C@@H](OCCCCO)O1	7.4	0.2
COC(C/C=C/C(=O)[C@H](C)OCc1ccccc1)OC	7.1	-8.4
COC(C/C=C/[C@H](O)[C@H](C)OCc1ccccc1)OC	6.3	-2.3
Cc1nc(C(=O)NC2CCCCC2)sc1C1(C)CC(c2cccnc2)=NO1 (configuration not stated)	17.9	-2.5
C=CCOC(=O)C1=C[C@H](c2ccc(C(F)(F)F)cc2)C[C@H](OCCCCO)O1	-1.9	3.9
CCCCN1C(=O)C(=O)NC[C@@H]1CCCCN	8.9	6.8
OCC[C@H]1C[C@H](O)[C@@H](O)[C@]2(CCCCO2)O1	10.1	-1.4
CCC[C@@H]1CCCO[C@@](C(=O)NCCN2CCOCC2)(C(F)(F)F)C1	14.1	-1.0
OCOCCCn1c(C2CCCN2c2nc(-c3ccc(F)cc3)cs2)nc2cc(Cl)c(N3CCCCC3)cc21 (configuration not stated)	9.1	-9.3
COc1ccc(C2COc3cc(O)ccc3C2)c(OC)c1O (configuration not stated)	12.9	-0.3
CCCCOC(=O)c1ccc(NC(=O)c2ccc(F)cc2F)cc1	2.9	1.0
O=C(O)C[C@H]1c2cc(C(F)(F)F)ccc2S(=O)(=O)N1Cc1ccccc1	14.1	5.3
O=C1[C@H]2CCCC[C@H]2C(=O)N1CCCCN1CCN(c2nsc3ccccc23)CC1	9.2	-2.2
CCn1c(SCC(=O)Nc2ccc(OCc3ccccc3)cc2)nnc1-c1ccco1	13.1	-2.7
CCOC(=O)[C@@H]1[C@H]2COc3ccccc3[C@@H]2N2C(=O)N(c3ccc(OC)cc3)C(=O)[C@]12C	7.4	7.5
CCC1(CC)C(=O)C2=C3C1[C@H](C(=O)OC)CC(C(=O)OC)C[C@H]3n1c(=O)n(C)c(=O)n1[C@H]2C (some centres not stated)	-1.5	2.8
CC(C)(O)c1ccccc1CC[C@@H](SCC1(CC(=O)O)CC1)c1cccc(/C=C/c2ccc3ccc(Cl)cc3n2)c1	15.9	3.7
C/C=C1\COC(C(=O)NCc2ccccc2)(C(F)(F)F)C=C1C=C1CCCCC1 (configuration not stated)	2.3	1.0
Cc1cc(C)nc(-n2nc(C)cc2NC(=O)c2cccc(S(=O)(=O)N(C)C)c2)n1	-3.6	-8.5
CCCCN1CC[C@H]2C=CC[C@@H](C(=O)N3CCOCC3)[C@H]2C1=O	21.9	-3.7
O=C1N[C@@H](Cc2cn(S(=O)(=O)c3ccc(F)cc3)c3ccccc23)C(=O)N[C@H]1Cc1ccccc1	17.8	5.7
CC(COc1ccccc1Cc1ccccc1)N1CCCCC1 (configuration not stated)	21.1	2.5
Additional records follow.
SMILES	PGE2 EP2 inh	Rad51 HR inh
CCc1ccc(C2CC(c3cccc(OC)c3)n3nc(N)nc3N2)cc1 (configuration not stated)	7.4	7.1
COc1ccc(-c2noc3c2-c2nc(-c4ccccc4)sc2CC3)cc1	6.8	-6.7
CCCCn1c(=O)c2c(c3ccccc31)OCC(=O)N2	9.4	6.6
COC(=O)CN1C(=O)[C@@H]2[C@H](C1=O)[C@@H]1CC(C(=O)OC)=C[C@@H](C(=O)OC)[C@@H]3C1=C(C(=O)[C@]3(C)NC(=O)c1ccccc1)[C@@H]2C	10.0	-9.4
O=C(NCc1ccc(C(F)(F)F)cc1)C1CC(c2ccc(C(F)(F)F)cc2)=NO1 (configuration not stated)	-6.3	-8.9
CC1=C(C(=O)OCc2ccccc2)C(c2ccc(-c3ccccc3)cc2)NC(=O)N1CCCC(=O)O (configuration not stated)	2.6	5.6
CC(C)(C)n1nc(Cc2cccc3ccccc23)c2c(N)ncnc21	-1.1	2.3
CC1CC2C3CCC4=CC(=O)C=CC4(C)[C@@]3(Cl)C(O)CC2(C)C1(O)C(=O)CO (some centres not stated)	14.7	4.0
O=C1C(O)=C(O)C(=O)c2ccccc21	10.9	4.8
CC1(C)C2CC[C@]3(C)C(CC=C4[C@@H]5C[C@](C)(CO)CC[C@]5(C(=O)O)CC[C@]43C)[C@@]2(C)CC[C@@H]1O (some centres not stated)	20.6	1.1
Cc1ccc(Cn2c(C3CCCN3c3nc(-c4cc(Cl)c(N)c(Cl)c4)cs3)nc3cc(Cl)c(Cl)cc32)cc1 (configuration not stated)	16.2	-1.4
COc1ccc(NC(=O)[C@@H]2CC=C[C@@H]3CCN(Cc4ccc(Cl)c(Cl)c4)C(=O)[C@@H]32)cc1	19.1	7.4
CCCN1CCCC[C@H]1C(=O)Nc1c(C)cccc1C	9.7	-1.4
CCCC[C@@H]1CN=C(N)N1CCc1cccc(F)c1	5.5	-1.2
CC1(C)c2[nH]c3ccccc3c2C[C@@H]2C(=O)N(Cc3ccccc3F)C(=O)N21	3.1	-10.7
COC(=O)C1=C(C(=O)OC)[C@@H]2N(C)c3ccc(OC)cc3[C@@]23C[C@@H](C(=O)OC)N(C(=O)NCCBr)C3=N1	8.7	-0.8
CCN1C(=O)N[C@@H](c2cccc(F)c2)C(C(=O)OC)=C1C	3.1	-3.8

Five compounds from above, ordered by heavy-atom count, lowest first.
SMILES	PGE2 EP2 inh	Rad51 HR inh
CCCC[C@@H]1CN=C(N)N1CCc1cccc(F)c1	5.5	-1.2
CCCN1CCCC[C@H]1C(=O)Nc1c(C)cccc1C	9.7	-1.4
CCc1ccc(C2CC(c3cccc(OC)c3)n3nc(N)nc3N2)cc1 (configuration not stated)	7.4	7.1
COC(=O)C1=C(C(=O)OC)[C@@H]2N(C)c3ccc(OC)cc3[C@@]23C[C@@H](C(=O)OC)N(C(=O)NCCBr)C3=N1	8.7	-0.8
COC(=O)CN1C(=O)[C@@H]2[C@H](C1=O)[C@@H]1CC(C(=O)OC)=C[C@@H](C(=O)OC)[C@@H]3C1=C(C(=O)[C@]3(C)NC(=O)c1ccccc1)[C@@H]2C	10.0	-9.4

Part of the list above, with bars between the fields:
SMILES | PGE2 EP2 inh | Rad51 HR inh
CC(C)(C)n1nc(Cc2cccc3ccccc23)c2c(N)ncnc21 | -1.1 | 2.3
CC1=C(C(=O)OCc2ccccc2)C(c2ccc(-c3ccccc3)cc2)NC(=O)N1CCCC(=O)O (configuration not stated) | 2.6 | 5.6

Gathered by group, those above with a tert-butyl group.
SMILES	PGE2 EP2 inh	Rad51 HR inh
CC(C)(C)C(O)/C=C/c1ccc2c(c1)OCO2 (configuration not stated)	8.4	-0.9
CCO[C@H]1OC(C(=O)O)=C[C@@H](C(C)(C)C)[C@@H]1CCCO	8.4	-15.0
CC(C)(C)n1nc(Cc2cccc3ccccc23)c2c(N)ncnc21	-1.1	2.3

From PubChem
